# Screens deposited in PubChem BioAssay by Sanford-Burnham Center for Chemical Genomics.
# SENP8 block-1 = SENP8 protease inhibition | inhibition, % at 10 µM | 1.2% of 330,000 active | purified SENP8, Z-RLRGG-aminoluciferin cleavage, luminescence | AID 2540; in the data active = inhibition above about 50%
# Target sequence (Q96LD8 whole entry, looked up): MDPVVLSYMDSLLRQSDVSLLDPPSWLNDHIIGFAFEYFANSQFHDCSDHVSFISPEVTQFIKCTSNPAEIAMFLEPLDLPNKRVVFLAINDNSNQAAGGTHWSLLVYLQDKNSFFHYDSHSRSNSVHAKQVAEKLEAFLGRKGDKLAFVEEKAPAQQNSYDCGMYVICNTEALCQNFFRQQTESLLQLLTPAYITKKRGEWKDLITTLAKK
# SENP1 inh = blocks the human SENP1 SUMO protease catalytic domain; Q9P0U3; recombinant SENP1 catalytic domain, CyPet-SUMO1-YPet FRET cleavage; inhibition, % at 10 µM; 0.21% of 360,000 active; AID 624204;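 active = inhibition at least 30% at 10 µM, raw YFP signal under a set limit, fluorescence ratio 0.5 to 1.5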;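 note: 0% = enzyme with DMSO and 100% = no enzyme wells; some results filed as inactive read as strong as hits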
#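 Test system: hSENP1 catalytic domain, recombinant; Amount: 20 pM final SENP1 enzyme; Medium: Tris pH 8 buffer plus EDTA, NaCl, BME, BSA, NP40, catalase; Schedule: 50 min enzyme reaction, room temperature, light-protected; Technique: FRET fluorescence in CFP and YFP emission channels; Controls: no-enzyme wells low, DMSO-plus-enzyme wells high control.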
# SENP6 inh = SENP6 protease inhibition; Q9GZR1; Recombinant SENP6 catalytic domain, aminoluciferin luminescence; inhibition, % at 10 µM; 1.8% of 330,000 active; AID 2599;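 active = inhibition above about 50% at the single tested dose, limit read from the data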;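 note: plate controls were DMSO wells with enzyme for no effect and DMSO wells lacking enzyme for full effect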
# Target sequence (Q9GZR1 628-1112 limits assumed): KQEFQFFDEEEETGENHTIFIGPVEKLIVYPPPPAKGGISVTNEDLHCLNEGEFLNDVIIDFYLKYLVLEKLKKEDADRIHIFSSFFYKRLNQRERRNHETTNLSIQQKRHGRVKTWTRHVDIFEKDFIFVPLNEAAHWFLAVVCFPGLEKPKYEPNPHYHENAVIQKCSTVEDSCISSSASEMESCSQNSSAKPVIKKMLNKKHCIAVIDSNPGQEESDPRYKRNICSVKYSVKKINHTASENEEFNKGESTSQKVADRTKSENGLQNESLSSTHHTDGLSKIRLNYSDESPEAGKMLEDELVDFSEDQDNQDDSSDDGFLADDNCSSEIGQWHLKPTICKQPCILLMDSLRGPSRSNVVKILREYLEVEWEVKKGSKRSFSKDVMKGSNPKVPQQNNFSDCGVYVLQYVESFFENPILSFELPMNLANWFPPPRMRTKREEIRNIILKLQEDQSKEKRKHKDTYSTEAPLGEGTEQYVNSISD
# SENP8 block-2 = blocks human SENP8 cleavage of Nedd8 substrate | AID 602440 | Q96LD8 | inhibition, % at 20 µM | recombinant SENP8, Nedd8 substrate fluorescence | 0.64% of 360,000 active; in the data active = inhibition mostly above about 40%, no sharp cut-off; inactive = mostly below about 27%
# UBC13 polyUb = human UBC13 polyubiquitination inhibition; inhibition, % at 20 µM; 0.47% of 330,000 active; AID 485273; UBC13 polyubiquitin chain formation, TR-FRET; in the data active = inhibition above about 45%, passing the limit was not always enough
# SENP7 block = SENP7 protease inhibition; inhibition, % at 5 µM; recombinant SENP7, Z-RLRGG-aminoluciferin luminescence, 40 min; 1.5% of 330,000 active; Q9BQF6;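 active = inhibition above about 50% at the single test dose, limit read from the data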;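 note: plate controls were DMSO with enzyme for no effect and no enzyme buffer wells for full effect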
# Target sequence (Q9BQF6 706-1050 limits assumed): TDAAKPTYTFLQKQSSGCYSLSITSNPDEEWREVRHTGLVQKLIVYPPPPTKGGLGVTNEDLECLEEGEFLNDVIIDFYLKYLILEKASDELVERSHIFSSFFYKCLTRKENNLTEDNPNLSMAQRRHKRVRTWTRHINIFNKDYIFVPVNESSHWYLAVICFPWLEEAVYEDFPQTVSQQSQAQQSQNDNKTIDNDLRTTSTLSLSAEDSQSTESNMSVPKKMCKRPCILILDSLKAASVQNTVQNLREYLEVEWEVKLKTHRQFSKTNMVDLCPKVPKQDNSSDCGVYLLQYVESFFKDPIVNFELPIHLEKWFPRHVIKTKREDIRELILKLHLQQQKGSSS
# HKDC1 inh = blocks human hexokinase HKDC1 activity; Q2TB90; AID 493160; inhibition, % at 20 µM; 0.16% of 340,000 active; recombinant HKDC1, G6PDH/diaphorase resazurin coupled fluorescence;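 active = inhibition above about 35% when tested at 20 µM, limit read from the data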;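 note: plate controls were DMSO wells with enzyme for no effect and DMSO wells lacking enzyme for full effect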
#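 Incubation: 90 min at room temperature in dark / Material: recombinant HKDC1 (HK5) hexokinase enzyme, produced in-house / Quantity: enzyme 5 µg/mL final / Compound: one dose of 20 µM, 1% DMSO / Reagent: glucose and ATP substrates / Buffer or medium: Tris pH 8.0 buffer with MgCl2, Tween-20, BSA, BME / Technique: resorufin fluorescence at 613 nm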
# PfG6PD inh = PfG6PD (Plasmodium falciparum) enzyme inhibition; PfGluPho enzyme, NADPH resazurin-diaphorase fluorescence; inhibition, % at 20 µM; 0.78% of 350,000 active;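 active = inhibition reaching at least a set limit at 20 µM in the primary screen, cut at about 59% in these data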;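 note: 0% = DMSO wells with substrate and 100% = DMSO wells lacking glucose-6-phosphate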
# MIN6 prolif = induces beta-cell replication in MIN6 cells; MIN6 cells proliferation, ATPlite luminescence, 48 h; cells starved in 0.2% serum; 100% = growth in 10% serum; proliferation, % at 10 µM; 0.29% of 330,000 active;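 active = compounds whose signal lies at least 3.5 SD above the mean of all wells on their plate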;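 note: 0% = DMSO-treated cells in low-serum medium and 100% = 10% serum control; some compounds called inactive have numbers as strong as hits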
# * marks the source's active call; other numbers are inactive results; nt = no result given.
SMILES,SENP8 block-1,SENP1 inh,SENP6 inh,SENP8 block-2,UBC13 polyUb,SENP7 block,HKDC1 inh,PfG6PD inh,MIN6 prolif
Cc1nnc(SCCn2c(N3CCCC(C)C3)nc3c2c(=O)[nH]c(=O)n3C)s1 (stereo not given),-13.5,1.0,-12.9,14.2,-9.0,-14.1,-5.5,-11.5,-3.2
COc1cccc(CNC(=O)c2nnn(-c3ccc(OC(F)(F)F)cc3)c2N)c1,-13.1,-1.3,-5.8,16.3,-32.0,-6.3,-1.7,1.7,-3.3
COc1ccc(N2CCN(C(=O)c3ccc(C)c(NC(=O)c4ccco4)c3)CC2)cc1,1.2,-0.4,6.3,8.0,-4.6,2.7,-6.1,8.0,0.5
COC(=O)C(C(=O)NCC1CCCO1)C1CCCCCC1 (stereo not given),-10.0,3.5,8.3,10.6,-4.1,-14.5,-3.5,2.2,-0.7
COc1cccc(-c2cnc(OC(C)(C)C)nc2OC(C)(C)C)c1,-3.6,-0.5,-7.9,5.7,-6.8,-6.0,-3.5,-11.5,-5.0
N/C(=N\OC(=O)N1CCOCC1)c1ccccc1,-6.1,-0.2,-32.0,8.5,-0.5,-0.3,3.5,0.7,-2.8
CC(C)(C)c1cc(NC(=O)CCSc2nnc3ccccn23)cc(C(C)(C)C)c1,-12.1,-9.9,-12.9,-307.3,0.7,-8.9,-11.6,5.2,-2.1
O=C(Cc1cn2ccsc2n1)OCc1nc2ccccc2s1,1.3,nt,-15.2,nt,5.4,10.0,6.1,17.8,-1.8
COc1ccc(-c2cccc(C3CC=CC4C3C(=O)N(Cc3ccccc3)C4c3ccc(C(F)(F)F)cc3)c2)cc1 (stereo not given),2.1,0.6,12.1,-9.4,-10.1,-1.0,-1.1,5.2,-7.4
COc1ccc(NC(=O)COC(=O)c2n[nH]c3ccccc23)c(OC)c1,13.7,5.6,-1.9,-1.9,13.9,-4.4,6.0,12.7,2.0
C=CC[C@@H](CC(=O)N[C@H](CO)Cc1ccccc1)C(=O)N[C@H](COC(=O)[C@@H](CC=C)CC(=O)OC(C)(C)C)Cc1ccccc1,2.4,3.1,1.8,13.8,4.8,7.0,0.8,1.1,-5.0
COc1ccc(NC(=O)CN(C)C(=O)c2cn(-c3ccccc3)nc2-c2ccc(OC)cc2)cc1,-5.8,-1.1,-13.0,4.6,6.1,4.3,-0.5,8.4,-3.5
COc1ccc(N2CCN(C(=S)NCCc3ccccc3)CC2)cc1,5.9,-0.3,6.4,6.7,3.5,2.2,-3.2,-1.4,0.0
COc1ccccc1OCC(=O)NCCSCc1cccc(Cl)c1,-3.6,0.1,-15.3,15.0,5.0,-7.6,-2.9,5.3,-1.7
CCOC(=O)C1(C(=O)O)NC(=O)CC1c1ccccc1 (stereo not given),4.2,0.3,3.3,4.0,-3.7,2.2,-4.8,-20.5,-3.0
Cc1ccc2cc(CN(Cc3cccs3)C(=O)c3ccco3)c3nnnn3c2c1C,-3.2,nt,-3.3,nt,-1.0,2.9,nt,nt,4.4
Cc1ccc(NC(=O)c2cc(N3C(=O)C4CCCCC4C3=O)ccc2N2CCOCC2)cc1 (stereo not given),4.2,-1.1,-10.9,-0.4,5.5,3.9,-12.0,4.4,-2.3
O=c1c(CN2CCN(Cc3ccccc3F)C(CCO)C2)coc2ccccc12 (stereo not given),20.0,-1.3,16.7,5.5,-3.6,1.8,-6.1,22.2,-2.2
CC(C)C(=O)Nc1c(-c2cccc(Cl)c2)c(=O)c2ccccc2n1C,2.5,1.4,13.0,-6.9,-2.4,3.4,-6.1,-2.9,-3.2
COc1ccc(C2CCCN2C(=S)Nc2cccc(C)c2)cc1OC (stereo not given),-5.0,1.9,-11.6,9.2,-7.1,-2.6,0.0,16.6,-0.1
N=c1c2c(-c3ccccc3)c(-c3ccccc3)oc2ncn1CCCN1CCOCC1,2.7,-1.9,-14.9,-243.4,4.0,-11.9,1.3,0.0,-6.1
CC(=O)Nc1ccc(C23CC4CC(CC(C4)C2)C3)cc1,0.3,0.7,-24.4,0.6,10.2,-5.6,1.3,-2.7,-3.8
COCCn1c(=O)[nH]c2cc(C(=O)N3CCN(c4ccccc4)CC3)ccc2c1=O,-4.9,1.5,7.0,12.9,0.1,3.3,-6.2,-11.6,-1.7
NS(=O)(=O)c1ccc(NC(=O)c2ccc3c(c2)CCCC3)cc1,-4.8,-1.7,-2.5,6.4,8.9,-3.0,0.2,-3.8,5.3*
CC(=O)Nc1ccc(S(=O)(=O)N2CCc3cc4c(cc3C2C)OCCCO4)cc1 (stereo not given),-2.7,-6.9,-4.7,-11.1,-4.7,13.8,-0.9,-8.4,0.3
CC1CCCC(C)N1C(=O)CSCc1ccc(Cl)cc1 (stereo not given),-2.3,1.7,-2.1,20.4,2.0,6.3,5.1,33.3,-2.7
COc1ccc(-c2nn(-c3ccccc3)cc2CNC(=O)c2cccc([N+](=O)[O-])c2)cc1,-2.4,2.3,8.8,9.4,2.2,-1.2,-4.0,17.4,-1.0
Cc1cc(NC(=O)Nc2ccc(Cl)cc2)n(C)n1,-1.8,-1.3,18.8,20.2,1.7,7.4,2.5,2.4,-2.7
CS(=O)(=O)N(CC(=O)NCCSCc1ccco1)c1ccc2c(c1)OCO2,-2.0,2.2,-1.1,7.0,5.4,2.8,-8.2,-13.6,-3.4
CNC(=S)N(Cc1ccco1)Cc1cc2cc(OC)ccc2[nH]c1=O,-9.8,0.0,-6.4,-326.5,-1.5,-0.7,-5.4,-6.8,-2.6
COCCn1c(SCC(=O)N2CCCc3ccccc32)nc2c(c1=O)SC(C)C2 (stereo not given),3.8,-1.3,4.5,8.8,-3.8,0.2,1.1,7.0,-3.0
CN(C)c1nc(-c2ccccc2)c2cnn(Cc3ccccc3)c2n1,4.3,-99.5,-11.6,-287.0,33.6,9.0,-1.0,23.8,-4.4
O=c1[nH]c(/C=C\c2ccc(O)c(Cl)c2)nc(O)c1[N+](=O)[O-],2.7,2.9,-6.6,33.5,-34.8,3.1,4.4,6.3,1.8
COc1ccc(-n2nc(C(=O)NCC(=O)N3CCN(Cc4ccccc4)CC3)c3ccccc3c2=O)cc1,-6.8,2.8,-25.4,-269.4,-1.3,0.8,-5.8,-9.7,0.0
O=C(C1CC(=O)N(c2ccc3c(c2)OCCO3)C1)N1CCN(S(=O)(=O)c2ccc(F)cc2)CC1 (stereo not given),nt,-0.2,nt,2.9,nt,nt,-6.5,-1.5,nt
CC1CN(Cc2ccco2)C(=S)N(c2ccccc2)C1=O (stereo not given),nt,-0.5,nt,10.3,nt,nt,-6.5,-6.6,nt

# Three of the entries above in order of their number in SENP7 block, rising.
SMILES	SENP7 block
CC(C)C(=O)Nc1c(-c2cccc(Cl)c2)c(=O)c2ccccc2n1C	3.4
Cc1ccc(NC(=O)c2cc(N3C(=O)C4CCCCC4C3=O)ccc2N2CCOCC2)cc1 (stereo not given)	3.9
CC(=O)Nc1ccc(S(=O)(=O)N2CCc3cc4c(cc3C2C)OCCCO4)cc1 (stereo not given)	13.8

# More structures
SMILES,SENP8 block-1,SENP1 inh,SENP6 inh,SENP8 block-2,UBC13 polyUb,SENP7 block,HKDC1 inh,PfG6PD inh,MIN6 prolif
O=C(NCC(c1ccc(F)cc1)N1CCOCC1)c1nn(-c2ccccc2)c(=O)c2ccccc12 (stereo not given),0.8,-3.0,-20.0,-29.6,3.0,10.6,-3.2,-4.5,-1.2
C/C(=N/NC(=O)Cn1nc2ccccc2n1)c1ccc(F)cc1,-2.9,3.5,-13.1,12.3,8.1,0.9,3.4,-12.8,-0.8
Cc1ccc(S(=O)(=O)N2CCC(c3nc4c(nnn4Cc4ccccc4)c(=O)[nH]3)CC2)cc1,-6.3,3.1,-10.1,20.8,-0.4,-0.8,-1.6,-3.4,1.0
Cc1ccccc1-c1nnc(SCc2ccccc2F)o1,11.6,0.8,57.5*,-10.1,-10.3,31.0,-0.3,13.6,-2.8
O=C(Nc1nn[nH]n1)c1cc(-c2ccc(Cl)c(Cl)c2Cl)nc2ccccc12,6.7,2.2,-2.5,33.8,-4.6,-2.3,5.0,-0.9,0.8
Cc1cc(C(=O)OCC(=O)NC(C)(C)C)c2ccccc2n1,-4.1,2.7,5.0,-18.8,2.6,-2.9,-4.4,-12.0,-0.5
Clc1ccc(N=C2SCC3CCCCN23)cc1 (stereo not given),22.0,0.4,44.8,18.2,-2.4,3.2,-0.3,-1.2,-3.1
CCCOC(=O)c1c(N)sc2c1CCC2,2.6,-45.0,2.1,-26.1,3.4,12.7,1.1,14.9,1.0
COc1cccc(-c2nnc(SCC(=O)N3CC(C)CC(C)C3)o2)c1 (stereo not given),-7.7,1.1,-23.9,6.9,12.6,-10.3,-2.5,-1.9,-1.1
Nc1ccc(CN2CCOCC2)cc1,-7.7,0.5,-12.6,-1.5,4.8,-4.0,-1.0,-11.1,0.9
Fc1ccc(C2=Nn3c(Cc4ccccc4F)nnc3SC2)cc1,5.8,-0.2,3.7,18.9,-1.4,2.7,-2.5,6.8,-0.3
CC1CC1C(=O)OCC(=O)N(C)c1c(N)n(Cc2ccccc2)c(=O)[nH]c1=O (stereo not given),-11.2,-2.1,-30.0,-2.6,-1.2,11.4,-1.3,3.1,-3.6

# An excerpt from above in order of SMILES length, ascending:
SMILES,SENP8 block-1,SENP1 inh,SENP6 inh,SENP8 block-2,UBC13 polyUb,SENP7 block,HKDC1 inh,PfG6PD inh,MIN6 prolif
Nc1ccc(CN2CCOCC2)cc1,-7.7,0.5,-12.6,-1.5,4.8,-4.0,-1.0,-11.1,0.9
Clc1ccc(N=C2SCC3CCCCN23)cc1 (stereo not given),22.0,0.4,44.8,18.2,-2.4,3.2,-0.3,-1.2,-3.1
Cc1ccc(S(=O)(=O)N2CCC(c3nc4c(nnn4Cc4ccccc4)c(=O)[nH]3)CC2)cc1,-6.3,3.1,-10.1,20.8,-0.4,-0.8,-1.6,-3.4,1.0

# New compounds follow.
SMILES,SENP8 block-1,SENP1 inh,SENP6 inh,SENP8 block-2,UBC13 polyUb,SENP7 block,HKDC1 inh,PfG6PD inh,MIN6 prolif
CN(CC(=O)Nc1c(Cl)cccc1Cl)C(=O)c1cccn1C,5.7,2.0,-9.4,1.6,-5.7,6.1,-6.6,-11.2,-0.4
Cn1c(SCC(=O)N/N=C/c2ccc(O)c(O)c2)nc2ccccc21,15.2,2.4,-6.2,25.8,17.0,5.2,1.7,-19.9,-2.4
Cc1c(C(=O)Nc2ccc(S(=O)(=O)N3CCOCC3)cc2)cccc1[N+](=O)[O-],-5.7,2.0,-0.9,2.3,-2.6,-1.6,-1.7,0.5,-4.0
CSc1ccc(/C=N/NC(=O)c2ccc(-n3cnnn3)cc2)cc1,-4.6,1.9,6.9,-454.5,-6.5,3.0,-4.9,4.1,1.5
O=S(=O)(Cc1ccccc1)N1CCC(c2nc(-c3cccs3)no2)CC1,7.9,-1.0,2.6,12.5,2.3,-0.8,-12.3,8.8,-3.0
COc1cc(Cl)ccc1NC(=O)COc1ccccc1C(=O)N1CCN(c2ccc(O)cc2)CC1,-13.4,2.9,-13.9,30.7,12.6,8.1,-1.7,68.4*,-3.7
COCCCNC(=O)C1Cc2cc(S(=O)(=O)N3CCCC3)ccc2N1C(C)=O (stereo not given),-7.7,-1.3,9.2,18.2,-0.2,0.8,-7.8,-3.8,-2.2
NNC(=S)NC1CCCCCCCCCCC1,3.3,-2.8,-23.7,6.0,7.0,0.9,-1.5,16.8,-2.8
CCOC(=O)N1CCN(Cc2nc3cc(NC(=O)C(C)C)ccc3n2C)CC1,-0.8,-1.6,-12.4,11.3,-6.9,1.4,-1.4,2.4,-0.6
